From PubChem BioAssay
MITF act – MITF TRPM1 promoter activation in melanoma cells. SK-MEL-5 TRPM1-promoter luciferase, 24 h; % of positive control, neutral wells = 0. activation, % at 12.5 µM. actives 0.75% (n = 300,000). AID 588334;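 active = mean activation of at least 80% with every replicate also reaching 80%; inconclusive = mean reaches 80% but some replicate falls short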;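 also: 0% = neutral control wells and 100% = parthenolide positive control wells; values of inactives mirror those of a sister screen read the other way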
RTF Ca sens act – cardiac RTF calcium sensitization; actives 0.24% (n = 340,000); activation, % at 7.2 µM; IANBD-labeled TnC RTF fluorescence at EC20 calcium; 0% EC20 calcium, 100% full calcium;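 active = activation above the mean over all tested compounds plus 3 SD, cut at about 30% in these data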;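 also: rise in fluorescence read as greater calcium sensitivity of cardiac thin filaments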
dFosB activator – enhances mouse delta FosB homodimer DNA binding; P13346; purified delta FosB, TAMRA-CDK5 oligo fluorescence polarization; percent of positive-control signal above neutral wells; activation, % at 25 µM; actives 0.99% (n = 340,000); AID 493131;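 active = mean activation above about 17%, with every replicate also reaching it, limit read from the data, passing the limit was not always enough; inconclusive = only one of the two conditions met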;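 also: fluorescence polarization rise as delta FosB binds a TAMRA Cdk5 AP-1 oligo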
CDK5 p35 inh – blocks human CDK5/p35 kinase activity | Q00535+Q15078 | Recombinant CDK5/p35, ADP-Glo luminescence, 60 min | inhibition, % at 10 µM | actives 0.01% (n = 330,000);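 active = highest replicate inhibition of at least 50% and at least 75% of replicates reaching 50%; inconclusive = only one of the two criteria met; inactive = both criteria failed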;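 also: plate controls were DMSO neutral control for no effect and GW8510 at 10 µM for full effect; many of its hits are not listed in these tables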
Target sequence (Q00535 whole entry, looked up): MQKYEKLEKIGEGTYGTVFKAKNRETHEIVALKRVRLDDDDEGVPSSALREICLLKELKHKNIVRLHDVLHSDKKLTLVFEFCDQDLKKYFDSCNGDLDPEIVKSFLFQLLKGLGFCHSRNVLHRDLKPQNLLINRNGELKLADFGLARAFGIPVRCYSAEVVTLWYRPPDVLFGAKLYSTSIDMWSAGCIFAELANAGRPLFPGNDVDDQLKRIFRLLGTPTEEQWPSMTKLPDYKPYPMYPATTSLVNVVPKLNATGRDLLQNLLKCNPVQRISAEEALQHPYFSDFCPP
Target sequence (Q15078 whole entry, looked up): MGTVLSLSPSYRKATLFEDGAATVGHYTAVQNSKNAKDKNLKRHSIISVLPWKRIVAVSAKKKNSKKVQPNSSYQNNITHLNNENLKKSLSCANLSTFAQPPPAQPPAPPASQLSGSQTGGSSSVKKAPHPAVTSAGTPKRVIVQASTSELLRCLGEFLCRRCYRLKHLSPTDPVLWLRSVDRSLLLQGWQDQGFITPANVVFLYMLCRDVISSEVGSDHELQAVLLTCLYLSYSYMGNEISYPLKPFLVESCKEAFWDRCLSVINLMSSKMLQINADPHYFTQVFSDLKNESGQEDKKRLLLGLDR
CAL PDZ FP-1 – inhibitors of human CAL PDZ peptide binding. Q9HD26. purified CAL PDZ, TMR-peptide fluorescence polarization, 1 h. inhibition, % at 24.9 µM. actives 0.92% (n = 300,000). AID 602252;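 active = mean inhibition of at least 30% with at least half of replicates also reaching 30%; inconclusive = no clear call, values can overlap the other calls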;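 also: 0% = DMSO neutral control and 100% = excess unlabeled competitor peptide PRC23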
CAL PDZ FP-2 – blocks peptide binding to human CAL PDZ domain; inhibition, % at 20 µM; actives 0.02% (n = 330,000); purified CAL PDZ, TMR-peptide fluorescence polarization, 1 h; Q9HD26; AID 504414;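 active = highest replicate inhibition of at least 40%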;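 also: plate controls were DMSO neutral control wells for no effect and unlabeled competitor peptide control wells for full effect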
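System: purified tagged CAL PDZ domain construct (CerCALP). Schedule: 1 h incubation at room temperature before polarization reading. Medium: 25 mM sodium phosphate pH 7.4, 150 mM NaCl, TCEP, IgG, Thesit. Read-out: percent inhibition from loss of millipolarization. Measured by: FP readout, S and P plane fluorescence. Probe or stimulus: fluorescent TMR peptide probe.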
Wnt bcat act – activates Wnt/beta-catenin signaling in a reporter cell assay | actives 1.2% (n = 300,000) | AID 743398 | activation, % at 9.35 µM | activator, plate reader; in the data active = activation above about 30%, passing the limit was not always enough; inconclusive = no clear call, values can overlap the other calls;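 also: 0% = neutral control wells and 100% = positive control wells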
Tat transport – inhibitors of E. coli Tat protein transport | E. coli MC4100 TorA-mCherry Tat export, fluorescence | inhibition, % at 10 µM | actives 0.036% (n = 340,000);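 active = mean replicate inhibition at least 50% and at least half of replicates individually reaching 50%; inconclusive = only one of the two criteria met; inactive = neither criterion met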;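 also: exported cargo escapes ClpAP degradation while cytoplasmic cargo is degraded and loses fluorescence; 0% = median of neutral control wells and 100% = median of NaSCN control wells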
Rtt109 Vps75 – inhibitors of Candida albicans Rtt109/Vps75 histone acetyltransferase. purified Rtt109/Vps75, ThioGlo CoA-SH fluorescence, 4 h. AID 540336. inhibition, % at 34.9 µM. actives 0.16% (n = 330,000);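 active = inhibition of at least 50% in every replicate; inconclusive = best replicate reaches 50% inhibition but some replicates fall short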
Target sequence (Q5AAJ8 whole entry, looked up): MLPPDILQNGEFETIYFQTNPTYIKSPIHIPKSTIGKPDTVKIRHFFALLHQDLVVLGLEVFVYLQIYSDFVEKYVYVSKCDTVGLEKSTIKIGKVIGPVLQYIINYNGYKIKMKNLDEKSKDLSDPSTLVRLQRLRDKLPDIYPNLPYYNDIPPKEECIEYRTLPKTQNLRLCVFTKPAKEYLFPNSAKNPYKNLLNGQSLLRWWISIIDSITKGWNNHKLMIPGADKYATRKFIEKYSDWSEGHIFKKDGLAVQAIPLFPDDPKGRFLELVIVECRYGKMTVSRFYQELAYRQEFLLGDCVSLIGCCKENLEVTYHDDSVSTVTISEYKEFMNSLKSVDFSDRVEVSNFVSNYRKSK
V-ATPase pH – yeast V-ATPase proton transport regulation by pHLuorin; S. cerevisiae, pHLuorin cytosolic pH fluorescence; response, % at 10 µM; actives 0.37% (n = 350,000); AID 504577; in the data active = response mostly above about 7.3%, no sharp cut-off; inactive = mostly below about 5.4%; also: actives read high; inactives centre near 0; some compounds called inactive have numbers as strong as hits; reference of the scale not given here
Starred values were filed as active, the others as inactive; ? = inconclusive; / = no result given.

SMILES | MITF act | RTF Ca sens act | dFosB activator | CDK5 p35 inh | CAL PDZ FP-1 | CAL PDZ FP-2 | Wnt bcat act | Tat transport | Rtt109 Vps75 | V-ATPase pH
COc1ccc(S(=O)(=O)N(C)CC(=O)N2CCOCC2)cc1 | -5 | -5 | 0 | -2.2 | -3 | -0.2 | / | -8 | 0 | 0
Cc1ccccc1C(=O)NC(NCC1CCCO1)C(Cl)(Cl)Cl (stereo unspecified) | -4 | 1 | 3 | 0.0 | 0 | 0.2 | / | 0 | -6 | 2
c1ccc(COc2ccccc2CNCc2cccnc2)cc1 | 9 | 5 | 4 | -0.3 | -11 | -0.3 | / | -10 | 0 | -1
COc1ccc2cc(C(c3nnnn3CCc3ccccc3)N3CCCC(C)C3)c(=O)[nH]c2c1 (stereo unspecified) | -4 | 3 | -15 | -12 | 6 | -0.4 | / | 1 | -4 | 0
CCCc1cc(C(=O)N2CCCC(Cc3ccccc3C)(C(=O)OCC)C2)no1 (stereo unspecified) | -10 | -8 | -7 | 0.1 | 3 | -0.6 | -2 | 11 | 11 | 1
CC(=O)N1CCOc2ccc(S(=O)(=O)N3CCC(C)CC3)cc21 | -8 | 2 | -4 | -0.3 | -3 | -1.5 | 1 | 9 | 0 | -2
COc1cc(NC(=O)CCN2CCN(Cc3ccccc3)CC2)cc(OC)c1 | / | -7 | -3 | -2.6 | -5 | -1.2 | -4 | -2 | 5 | -2
CC1=CC(C)C2(COC(=O)Nc3ccccc3)COC(C)C1C2C (stereo unspecified) | 12 | 6 | -8 | 4.1 | -3 | -0.5 | -2 | 15 | 5 | -3
Cc1ccc(/C(O)=C2/C(=O)C(=O)N(CCN3CCOCC3)C2c2cccnc2)cc1 (stereo unspecified) | / | -4 | 0 | -0.8 | -4 | -1.6 | / | 5 | / | 0
CCOC(=O)c1c(C)[n+](-c2ccc(C)cc2)c(CC)c2cc(OC)c(OC)cc12 | -12 | 3 | -9 | -1.5 | -3 | / | 3 | 7 | -3 | 1
CCn1c(CNC(=O)c2ccc(OC)c(OC)c2)nnc1SCC(=O)Nc1ccccc1 | -5 | 8 | -6 | 0.1 | -1 | -1.2 | -2 | -4 | 1 | 2
COc1ccc(CCNC(=O)c2ccc(Cl)cc2)cc1OC | 7 | 2 | -1 | 0.2 | 6 | -0.5 | -1 | -6 | -5 | 0
COc1cccc(-c2nnc(-c3ccccc3[N+](=O)[O-])o2)c1 | / | / | -4 | 0.9 | / | -0.7 | -4 | -3 | -3 | 3
COc1cccc(Sc2ccccc2/C=N/NC(N)=O)c1 | -12 | 4 | 7 | 2.4 | -6 | -2.3 | -14 | -1 | 10 | 1
CCN(CC)S(=O)(=O)c1ccc(C(=O)NCc2ccc3c(c2)cc(C)n3C)cc1 | 4 | 3 | -3 | 0.0 | -1 | 0.2 | -3 | -8 | -8 | 1
CC(=O)c1c(O)cc(O)c(C(C)=O)c1O | -11 | 0 | -3 | -0.9 | 1 | 0.3 | / | -5 | 4 | -1
Cc1cc(C)n(-c2nc3ccccc3c(=O)n2OCC(=O)N(C)C)n1 | -15 | 0 | -5 | 0.1 | -2 | 0.0 | / | -4 | -15 | -1
N/C(=N\OC(=O)/C=C/c1ccccc1Cl)c1ccncc1 | ? | 2 | -16 | 1.5 | / | -1.4 | 13 | 0 | 17 | 1
CCCN[C@@H]1C(=O)N2C(C(=O)OCCC)=C(C)CS[C@H]12 | 1 | -1 | -4 | -1.2 | -6 | -0.1 | -3 | -11 | 1 | -2
Cc1ccc(-c2nn3c(C)nnc3s2)cc1NC(=O)c1cccnc1 | / | 1 | -12 | 0.8 | -1 | 0.4 | 0 | 0 | -15 | -3
COc1ccc(/C=N/NC(=O)C2COc3ccccc3O2)cc1OC (stereo unspecified) | 8 | 10 | -13 | -1.1 | -6 | -1.3 | -3 | 2 | 2 | 0
COc1ccc(-c2noc(N3CCC(C(=O)NCCCN4CCCC(C)C4)CC3)n2)cc1 (stereo unspecified) | / | 2 | -9 | -5.6 | / | -1.3 | 1 | -6 | -2 | -4
Cc1nnc(N2CCC(C(=O)N3CCCCC3)CC2)c2nn(-c3ccc(Cl)cc3)c(C)c12 | 4 | -3 | -11 | / | -4 | -3.7 | / | 3 | 20 | -7
Cc1ccc(C(=O)Nc2ccccc2C(=O)N2CC3(C)CC2CC(C)(C)C3)cc1 (stereo unspecified) | -8 | -11 | -8 | 0.9 | -2 | -0.4 | -6 | -1 | / | 2
C=CCc1cccc(OC)c1OCCOCCn1ccnc1 | -1 | -3 | -3 | 0.3 | -4 | -0.2 | 0 | 3 | 8 | -4
Nc1nc(=S)ss1 | 5 | -3 | 6 | 0.0 | -1 | -1.3 | 2 | 8 | -5 | -1
O=C(C[C@H]1C[C@H](C(=O)N2CCOCC2)[C@@]2(CCC3CCCC3)c3[nH]c4cc(-c5ccco5)ccc4c3CCN2C1=O)NCCCn1ccnc1 | -21 | -4 | -5 | 1.3 | -4 | -0.7 | -5 | ? | 1 | 0
CCc1nnc(NC(=O)[C@@H](NC(=O)c2ccc(OC)cc2)C(C)C)s1 | -1 | 5 | -7 | -1.5 | 1 | -1.3 | 2 | -3 | 7 | 6
COc1cc(COC(=O)Oc2ccc(CNC(C)=O)cc2OC)c([N+](=O)[O-])cc1OC | -6 | 10 | -3 | 1.5 | -3 | -0.7 | -2 | -5 | 0 | 6
CSc1cccc(NC(=O)C2CC(=O)N(Cc3ccccc3)C2)c1 (stereo unspecified) | -11 | 3 | -8 | -1.2 | -5 | -0.7 | -2 | -3 | 2 | 0
C=CC1=CCN(S(=O)C(C)(C)C)[C@H]1CCO (stereo partly specified) | -5 | -3 | -7 | -0.6 | 1 | 0.0 | 0 | -1 | 1 | -2
CN1C(=O)C2(C(C#N)=C(N)N(c3ccc(Cl)cc3)C3=C2C(=O)CC(C)(C)C3)c2ccccc21 (stereo unspecified) | -3 | -1 | -2 | 0.7 | -2 | 0.7 | / | 2 | 6 | 1
CCn1cc(C(=O)NCCO)c(=O)c2cc(F)c(N3CCN(C)CC3)cc21 | 5 | -8 | 0 | -1.3 | -3 | 0.2 | 1 | 81* | -5 | -1
CCOCCCNS(=O)(=O)c1cc(Br)cc2c1N(C(=O)C1CC1)CC2 | -21 | 9 | -14 | -1.1 | -2 | -3.0 | ? | -2 | 2 | 2
COCCNC(=O)COc1ccccc1C | -8 | -1 | 8 | -1.1 | / | 0.4 | / | -3 | -3 | -9
O=C(Cc1cccc(F)c1F)NC1CCCN(Cc2ccc(Cl)cc2)C1 (stereo unspecified) | / | -2 | -6 | -2.4 | -1 | -0.8 | 0 | 0 | -1 | -1
Cc1cccc(/C(N)=N/OC(=O)c2ccco2)c1 | 50 | -10 | -7 | 2.9 | -2 | 0.5 | / | -7 | 2 | 4
c1cncc(-c2nn3c(Cn4nnc5ccccc54)nnc3s2)c1 | -2 | -2 | -10 | -1.6 | -5 | 0.7 | -2 | -8 | 7 | 19
COc1ccc2[nH]c3c(=O)n(CCN4CCOCC4)cnc3c2c1 | -3 | 3 | -3 | -0.8 | -3 | -2.8 | 8 | ? | 13 | -3
CCN1CCN(C(=O)/C=C/c2ccc([N+](=O)[O-])cc2)CC1 | 0 | 6 | 0 | 0.6 | -2 | -1.0 | / | 4 | -2 | 5
O=C(O)c1ccc(NCc2nc3ccccc3n2Cc2ccccc2F)cc1 | 7 | 4 | -8 | -0.8 | -5 | 1.1 | -1 | -4 | -1 | 2
COc1ccc2nc(NC(=O)c3ccc(NS(=O)(=O)c4cccs4)cc3)sc2c1 | 14 | 1 | 13 | 0.5 | 1 | -1.4 | / | 11 | 3 | 1
CCn1c(O)c(N=NC(=O)CNC(=O)Cc2ccccc2)c2ccccc21 | -11 | -3 | -7 | -2.4 | -2 | -1.8 | -1 | -2 | 10 | -9
COc1ccc(C2c3c(-c4ccccc4O)n[nH]c3C(=O)N2Cc2ccco2)cc1OC (stereo unspecified) | -7 | 0 | -20 | 0.4 | -3 | -2.0 | 0 | 5 | -9 | 1
CN1C[C@@H]2C(c3ccc(C(F)(F)F)cc3)C3(c4cccnc4)CC2(C3)[C@H]1c1ccccc1 (stereo partly specified) | 3 | -7 | 4 | -1.4 | 0 | -1.0 | -1 | 4 | -5 | 0
O=C1C2C3C=CC(C4CC34)C2C(=O)N1Cc1ccco1 (stereo unspecified) | -1 | -2 | 1 | -0.7 | -4 | -2.7 | -2 | 30 | 8 | 0
CCCOc1ccc(C(=O)CCC(=O)Nc2ccc(N3CCN(C)CC3)cc2)cc1 | -5 | 1 | 4 | -0.5 | -5 | -0.5 | -3 | -6 | -6 | -4
CCNc1nc(NC(C)(C)C)nc(N2CCCCC2)n1 | -2 | -2 | -12 | 1.1 | 0 | -1.0 | -9 | -4 | -2 | 1
Cc1ccc(C(=O)O/N=C(\N)c2nonc2N)cc1 | 24 | 2 | 5 | 15 | -33 | -2.4 | 2 | 0 | -2 | -2
Cc1ccc2c(c1)N(CCC(=O)NCC1COc3ccccc3O1)C(=O)CO2 (stereo unspecified) | -3 | -2 | -4 | 1.3 | / | -1.1 | / | 5 | -2 | -1

More records.
SMILES | MITF act | RTF Ca sens act | dFosB activator | CDK5 p35 inh | CAL PDZ FP-1 | CAL PDZ FP-2 | Wnt bcat act | Tat transport | Rtt109 Vps75 | V-ATPase pH
O=C(c1ccco1)N(Cc1cccc(Cl)c1)C1CCS(=O)(=O)C1 (stereo unspecified) | -4 | -1 | -7 | -1.4 | -2 | -4.2 | 0 | 1 | -3 | 1
Nc1ncccc1OCc1ccc(Br)cc1 | 102* | -4 | -3 | -0.3 | -3 | -0.1 | 6 | -2 | -4 | -1
O=C(O)C(Cc1cccs1)c1cccs1 (stereo unspecified) | -5 | 7 | -4 | 1.1 | -3 | -0.4 | 2 | 0 | -1 | -1
COc1cc2[nH]c(=O)c(C(=O)NCc3ccccc3Cl)c(O)c2cc1OC | -3 | 0 | -7 | 1.1 | 5 | -0.7 | 1 | -6 | -2 | -1
O=C(CN1CCCCCC1)Nc1ccccc1[N+](=O)[O-] | -1 | 15 | -3 | -0.9 | -9 | / | -1 | 0 | -5 | 0
c1ccc(-c2nnsc2-c2ncc[nH]2)cc1 | 0 | -7 | -4 | -0.3 | -1 | 1.4 | 0 | -4 | 19 | -2
Cn1nnnc1SCC(=O)Nc1cc(C(F)(F)F)ccc1N1CCOCC1 | -1 | 0 | -3 | -0.9 | -1 | -3.9 | 1 | -5 | / | 2
COC(=O)CSc1nnc(-c2cccnc2)n1-c1cc(OC)cc(OC)c1 | -7 | 2 | -5 | -2.3 | -4 | -0.8 | -6 | -5 | -3 | 2
